FLuc modulator – firefly luciferase modulation, counter-screen for miR-21 project; P08659; purified FLuc, Km substrates, luminescence inhibition; Potency, µM (doses to about 57.5 µM), without a hit: top-dose activity change, negative = inhibition, actives largely listed as inhibitors; hit rate 6.9% among 360,000; AID 588342;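 also: potency is read from the fitted curve at half-maximal effect; plate controls were vehicle for no effect and reference inhibitor for full effect; nearly all actives have a fitted effect of over 55% in size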
Target sequence (P08659 whole entry, looked up): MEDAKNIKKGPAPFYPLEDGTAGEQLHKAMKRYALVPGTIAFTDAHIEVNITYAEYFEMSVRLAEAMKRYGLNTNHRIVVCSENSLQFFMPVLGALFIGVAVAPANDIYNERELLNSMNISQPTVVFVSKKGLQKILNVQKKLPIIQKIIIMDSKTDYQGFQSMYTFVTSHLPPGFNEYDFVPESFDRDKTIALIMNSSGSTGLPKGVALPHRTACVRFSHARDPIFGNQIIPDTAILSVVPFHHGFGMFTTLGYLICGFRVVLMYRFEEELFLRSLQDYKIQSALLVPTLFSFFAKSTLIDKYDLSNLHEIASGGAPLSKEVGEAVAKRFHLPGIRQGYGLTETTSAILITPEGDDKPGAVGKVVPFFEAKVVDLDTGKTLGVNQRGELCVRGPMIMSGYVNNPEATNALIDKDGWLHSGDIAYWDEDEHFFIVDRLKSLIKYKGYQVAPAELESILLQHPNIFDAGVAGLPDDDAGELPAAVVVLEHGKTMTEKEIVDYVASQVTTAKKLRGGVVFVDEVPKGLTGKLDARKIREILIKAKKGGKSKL
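Purified P. pyralis luciferase (10nM final) with 10uM D-luciferin and 10uM ATP (Km levels) in 50mM Tris acetate pH 7.5, 10mM Mg acetate, 0.01% Tween-20, 0.05% BSA; qHTS 6-point titration, ~60 µM downward; luminescence read.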
PKM2 activator – PKM2 (human) enzyme activation; AID 1631; Potency, µM (series often up to 57.5 µM), for inactives: top-dose activation, most hits filed as activators; P14618; purified PKM2, Kinase-Glo ATP luminescence, activation; response scale: 0% is enzyme alone, no compound; hit rate 0.34% among 260,000; also: potency is read from the fitted curve at half-maximal effect; % is scaled to controls: 0 for no effect and ±100 for the full control effect; nearly all actives have a fitted effect of over 55% in size
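Purified hPK-M2 (>95% pure) converted ADP (0.1 mM final) to ATP with 0.5 mM PEP in 50 mM imidazole pH7.2, KCl, MgCl2, Tween 20, BSA; 1 h at room temperature. ATP detected by Kinase-Glo luminescence.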
Rab9 promoter act – activators of Rab9 promoter; AID 485297; Potency, µM (doses to about 9.22 µM), for inactives: at the highest dose activation, negative = inhibition, hits mostly activators; hit rate 2.8% among 320,000; Huh7 Rab9 promoter-luciferase reporter, luminescence, 24 h; also: potency is read from the fitted curve at half-maximal effect; % of control where 0% means no effect; nearly all actives have a fitted effect of over 60% in size
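Luciferase signal after 10 min detection reagent at ambient indicates Rab9 promoter upregulation; stably transfected Huh7 cells were treated 24 h with compound in DMSO at 37 °C, 5% CO2.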
Mito fusion yeast – blocks mitochondrial division or promotes mitochondrial fusion. S. cerevisiae fusion-defective mutant growth rescue, CellTiterGlo 48 h. Potency, µM (series often up to 46.1 µM), for the others: top-dose growth rescue (activation), actives largely listed as activators. hit rate 0.23% among 320,000. AID 485298;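 also: potency is read from the fitted curve at half-maximal effect; % of control where 0% means no effect; nearly all actives have a fitted effect of over 45% in size; temperature-sensitive fusion mutants such as fzo1-1 at 37 °C on non-fermentable ethanol glycerol medium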
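Luminescent cell viability in 1536-well qHTS format served as the measure of rescued growth in ts fusion-mutant S. cerevisiae cultured on non-fermentable YPEG for 48 hours at 37C.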
VP16 counter – inhibits Gal4-VP16 luciferase reporter, ROR gamma counter-screen; Potency, µM (top dose mostly 53.6 µM), without a hit: at the top dose activity, negative = inhibition, usual class: inhibitors; hit rate 3.5% among 310,000; Drosophila S2 Gal4-VP16 UAS-luciferase, luminescence, 20 h; AID 2546;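 also: Gal4-VP16 expression switched on by copper sulfate through the metallothionein promoter; potency is read from the fitted curve at half-maximal effect; % is scaled to controls: 0 for no effect and ±100 for the full control effect; nearly all actives have a fitted effect of over 50% in size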
RORg inh – ROR gamma (mouse) transcription inhibition; Potency, µM (titrated, usually from 53.6 µM), for the others: at the highest dose activity change, negative = inhibition, usual class: inhibitors; P51450; hit rate 5.4% among 310,000; Drosophila S2 Gal4-RORgamma UAS-luciferase reporter, 20 h; also: potency is read from the fitted curve at half-maximal effect; % is scaled to controls: 0 for no effect and ±100 for the full control effect; nearly all actives have a fitted effect of over 60% in size
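Read-out: Photinus luciferase luminescence; inhibitors lower reporter signal. Insect Schneider cells with Gal4-ROR gamma fusion under metallothionein promoter, UAS reporter; 700 uM final copper sulfate induction, 20 hr, ambient temperature.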
Menin MLL FP TR – displaces Texas Red mutant MLL peptide from human menin. AID 1768. Potency, µM (series often up to 61.6 µM), inactives show at the top dose FP activity change, negative = inhibition, actives largely listed as inhibitors. O00255. Menin + Texas Red MLL mutant peptide, fluorescence polarization. hit rate 0.23% among 270,000; active = well fitted inhibition curve with a large enough effect in the polarisation, with a control signal flat, not every such curve was filed as active; inconclusive = small, poorly fitted or top-dose-only effect, or effect the other way, or a change in a side signal; inactive = no such curve, though single readings can be large or run the other way; the % refers to the polarisation; also: potency is read from the fitted curve at half-maximal effect; % of control where 0% means no effect; many of its hits are not listed in these tables
MBNL1-CUG inh – MBNL1-poly(CUG) RNA binding inhibition. Q9NR56. TR-FRET MBNL1-His/biotin-(CUG)12 binding, 665/545 ratio. Potency, µM (highest dose often 57.5 µM), for inactives: at the highest dose activity change, negative = inhibition, usual class: inhibitors. hit rate 0.036% among 280,000; active = well fitted inhibition curve with a large enough effect in the signal ratio, with a control signal flat, not every such curve was filed as active; inconclusive = small, poorly fitted or top-dose-only effect, or effect the other way, or a change in a side signal; inactive = no such curve, though single readings can be large or run the other way; the % refers to the signal ratio; also: potency is read from the fitted curve at half-maximal effect; % is scaled to controls: 0 for no effect and ±100 for the full control effect
Target sequence (Q9NR56 whole entry, looked up): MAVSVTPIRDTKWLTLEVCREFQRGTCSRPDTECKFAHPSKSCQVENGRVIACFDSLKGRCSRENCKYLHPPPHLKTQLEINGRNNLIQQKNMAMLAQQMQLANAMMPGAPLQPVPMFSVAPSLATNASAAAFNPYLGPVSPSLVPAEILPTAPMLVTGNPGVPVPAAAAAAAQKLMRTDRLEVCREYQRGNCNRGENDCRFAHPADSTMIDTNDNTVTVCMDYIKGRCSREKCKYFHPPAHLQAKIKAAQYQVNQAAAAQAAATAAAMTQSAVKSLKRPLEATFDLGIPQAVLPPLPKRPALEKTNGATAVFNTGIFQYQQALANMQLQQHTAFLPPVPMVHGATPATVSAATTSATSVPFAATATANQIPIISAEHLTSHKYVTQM
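TR-FRET between His-tagged MBNL1 and biotin-(CUG)12 RNA, detected with Tb anti-His antibody (0.055 ng/ul) and streptavidin-XL665 (5 nM), 60 min at room temperature. Compounds titrated 92 nM to 58 uM; 665/545 nm ratio normalized to buffer and complex controls.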
NPC1 prom act – activates the NPC1 promoter | Huh7 NPC1 promoter luciferase reporter, 24 h | Potency, µM (highest dose often 9.22 µM), without a hit: top-dose activation, hits mostly activators | hit rate 2.4% among 320,000 | AID 485313;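 also: potency is read from the fitted curve at half-maximal effect; % of control where 0% means no effect; nearly all actives have a fitted effect of over 60% in size; reporter is driven by a mutant NPC1 promoter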
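Compounds in DMSO were transferred onto Huh7 NPC1-luciferase reporter cells pre-incubated 2 h; after 24 h at 37 °C, Amplite reagent was dispensed and luminescence recorded 10 min later.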
KCNH2 3.1 inh – blocks the human KCNH2 3.1 channel isoform | U2OS KCNH2 3.1, thallium flux FluxOr; active compounds read low | hit rate 0.95% among 340,000 | activity change, % (tested at about 1.8 µM);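 active = maximum activity change below -70%; inconclusive = maximum activity change from -70% to -50%; inactive = maximum activity change above -50%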;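 also: thallium influx rate constant from kinetic fluorescence after stimulation buffer; % is scaled to controls: 0 for no effect and ±100 for the full control effect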
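Measured as rate of thallium-driven FluxOr signal in transduced U2OS cells carrying the 3.1 channel, read kinetically for 2 min upon stimulation; values are rate constants scaled to DMSO control wells.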
ELG1 repair inh – blocks ELG1-dependent DNA repair in HEK293T cells; HEK293T ELG1-luciferase reporter, luminescence, 16 h; DNA damage induced by 5-fluorouridine; Potency, µM (series often up to 46.1 µM), for inactives: at the top dose activity change, negative = inhibition, actives largely listed as inhibitors; hit rate 2.3% among 330,000; also: potency is read from the fitted curve at half-maximal effect; % is scaled to controls: 0 for no effect and ±100 for the full control effect; nearly all actives have a fitted effect of over 55% in size
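HEK293T cells expressing luciferase-tagged ELG1 (2,000/well) received 5-Fluorouridine plus compound or DMSO for 16 hr at 37 °C. Luciferase was read by ONE-Glo luminescence after 30 min at room temperature.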
An asterisk follows results filed as active; ? = inconclusive; nt = not tested or not shown; & = joins results of further samples; [ ] = dose if it differs, or a comment. Unless noted, calls follow the shape of the dose curve; as a rule, active = well fitted curve in the direction sought with a large enough effect; inconclusive = small, poorly fitted or top-dose-only effect, or another doubt; inactive = no such curve, though single readings can be large; an effect the other way counts as inactive or inconclusive. The list is partial (hit frequency here may not be typical).

SMILES	FLuc modulator	PKM2 activator	Rab9 promoter act	Mito fusion yeast	VP16 counter	RORg inh	Menin MLL FP TR	MBNL1-CUG inh	NPC1 prom act	KCNH2 3.1 inh	ELG1 repair inh
Cc1ccc(S(=O)(=O)C(C#N)c2nc3ccccc3nc2OCCO)cc1 (stereo not given)	?	0.4%	-0.8%	8.4%	4.8%	?	?	11.6%	-4.4%	-5.4	?
COC(=O)C1=C(C)N(Cc2ccccc2)C(=S)N[C@H]1c1ccc(Br)cc1	-0.2%	-4.8%	0.7%	?	12.6µM*	3.55µM*	26.9%	-1.5%	-3.4%	-4.2	-8.4%
Cc1onc(-c2ccccc2)c1NC(=O)N(CCC(=O)O)Cc1ccccc1	-0.1%	-0.1%	-4.3%	4.8%	-8.7%	10.4%	nt	5.5%	3.1%	7.0	13.9%
Cc1ccc(C)n1CCN1CCN(C(=O)c2ccc(Cl)cc2)CC1	0.2%	-0.2%	2.0%	-2.8%	1.5%	21.0%	nt	0.7%	-3.5%	-26.6	17.9%
CCN(C(=O)CCN1C(=O)S/C(=C\c2ccccc2)C1=O)C1CCS(=O)(=O)C1 (stereo not given)	?	nt	-3.2%	-2.1%	?	?	-8.9%	?	-3.8%	-0.8	1.9%
CC(=O)c1cccc(NS(=O)(=O)c2ccc(-c3cnc(C4CC4)o3)cc2)c1	-4.4%	nt	-38.0%[inhibitor]	0.0%	8.91µM*	-30.3%	nt	5.2%	-42.6%[inhibitor]	-13.4	?
CCN(CC)CCN(C(=O)c1ccc(N2C(=O)CCC2=O)cc1)c1nc2cc3c(cc2s1)OCO3	-1.9%	0.4%	-6.2%	-1.6%	0.9%	-18.8%	-8.2%	-0.4%	-0.9%	nt	-5.6%
CCOc1ccccc1NS(=O)(=O)c1ccc(OC)c(OC)c1	1.9%	-2.2%	-1.3%	-0.2%	-0.3%	18.7%	1.7%	-21.3%	-12.8%	7.1	-17.0%
COc1ccc(NCCc2ccccn2)cc1	?	-8.9%	?	-1.3%	nt	nt	-6.4%	8.8%	?	9.9	?
O=C(Nc1ccc(C(=O)N2CCCCC2)cc1)Nc1cccc(Cl)c1	10.7µM*	-2.5%	3.16µM*	-1.0%	-0.4%	?	nt	-0.4%	3.98µM*	-17.5	?
CCOc1ccc(S(=O)(=O)N(C)CC(=O)NCc2ccco2)cc1	-0.5%	-1.9%	-3.0%	14.2%	9.6%	-16.7%	-16.2%	-10.9%	-2.8%	-18.9	11.3%
CCCCNC(=O)c1cc2c(=O)n3cccc(C)c3nc2n(Cc2ccccc2)c1=N	-1.7%	1.9%	-5.8%	4.2%	-0.4%	-28.5%	-4.8%	13.2%	-3.7%	?	-1.7%
CCOC(=O)CCSc1nc(C)c2cc(C)c(C)cc2n1	?	-9.5%	-1.6%	2.5%	-7.0%	47.8%	-16.4%	-6.6%	-3.7%	-2.4	?
COC(=O)c1cc2sccc2n1CC(=O)Nc1cc(OC)cc(OC)c1	5.7%	-4.0%	1.9%	2.0%	-9.7%	1.6%	9.0%	6.1%	1.2%	-11.0	-9.3%
CCn1c(-c2ccc([N+](=O)[O-])cc2)n[nH]c1=S	0.0%	-0.9%	4.9%	-2.8%	-24.1%	11.2µM*	12.0%	?	-0.8%	13.2	-6.0%
CCOC(=O)Cc1nnc(NC(=O)COc2ccc(F)cc2)s1	5.2%	-2.5%	0.8%	2.4%	2.2%	-14.3%	-12.6%	3.8%	-0.2%	-0.9	0.0%
CCOC(=O)NCCc1c(C)nc2c(c(C)nn2C(C)(C)C)c1C	-1.7%	-2.6%	-1.7%	10.2%	-0.9%	-17.4%	?	-3.2%	1.1%	-12.9	?
O=C(CCn1c(=S)[nH]c2cc3c(cc2c1=O)OCO3)NCc1ccccc1Cl	0.9%	nt	-0.8%	-3.4%	-2.8%	-24.4%	nt	8.7%	-0.7%	3.2	29.5%
O=C(COC(=O)c1cccnc1Cl)Nc1ccc2c(c1)OCO2	?	3.8%	8.4%	11.3%	-17.0%	18.2%	-12.6%	nt	-7.8%	-29.2	-5.8%
Cc1c(C(=O)NC(c2ccccn2)C(F)(F)F)oc2c(F)cccc12 (stereo not given)	-0.7%	1.3%	-1.1%	-0.8%	4.3%	2.2%	1.7%	-7.7%	1.4%	0.2	?
COc1cccc2cc(C(=O)C3=C(O)C(=O)N(Cc4ccco4)C3c3cccnc3)oc12 (stereo not given)	5.3%[2.3 µM]	24.0%	3.6%	-1.8%	-1.0%	0.2%	19.2%	64.0%[activator]	0.5%	9.5	-16.2%
O=C(c1cccc(Cl)c1)c1nn(-c2ccccc2)c(=O)cc1C(F)(F)F	0.9%	0.3%	22.6%	23.1%	-8.1%	?	18.2%	?	0.0%	0.2	?
CC(C)Oc1cccc(C(=O)C2CCCN(S(=O)(=O)C(C)C)C2)c1 (stereo not given)	?	3.2%	-4.3%	5.4%	-8.3%	?	?	1.7%	-6.2%	-23.7	0.0%
COc1cc(CCC(=O)OCC(=O)Nc2ccc(Br)cc2F)cc(OC)c1OC	3.1%	nt	0.5%	-1.2%	7.8%	-2.1%	-18.4%	-1.8%	-4.7%	-4.4	22.4%
Cc1cc(NC(=O)Cn2cnc3c2c(=O)n(C)c(=O)n3C)n(-c2ccccc2)n1	-0.4%	-3.6%	1.1%	0.1%	4.7%	-16.3%	8.1%	6.8%	-0.3%	4.4	-0.1%
CCCn1c(SCC(=O)Nc2cccc(S(=O)(=O)NC3=NCCCCC3)c2)nc2ccccc2c1=O	-1.6%	4.1%	0.6%	-6.2%	1.2%	7.0%	4.4%	nt	-7.5%	11.0	?
Cc1nc(C(=O)NNC(=O)c2ccc(Cl)cc2)cs1	-17.1%	-5.5%	2.4%	6.5%	?	3.98µM*	nt	10.3%	-0.5%	5.3	?
NC(=S)N(c1ccccc1)c1ccccc1	-4.1%	27.0%	-17.6%	2.9%	-8.5%	-3.6%	-6.6%	-10.1%	-12.2%	-1.2	-18.4%
Cc1cc2occ(CC(=O)N(C)CC(=O)Nc3c(C)cccc3C)c2cc1C	1.3%	nt	-3.8%	1.2%	nt	nt	nt	nt	2.1%	-2.0	?
N#Cc1ccc(C23CC4(C2)[C@H](CN(Cc2ccc(C(F)(F)F)cc2)[C@@H]4c2ccccc2)C3c2ccccc2)cc1 (stereo not given in full)	-0.9%	-7.2%&0.3%	-1.2%	-30.1%	-5.8%&0.4%	-3.1%&-1.1%	11.5%	-1.9%	-7.8%	-12.1	-3.4%
Cc1ccc(C)c(SCC(=O)NC(=O)NC2CCCC2)c1	-1.6%	nt	-12.4%	-4.5%	nt	nt	nt	nt	0.6%	-5.9	-9.0%
Cc1cccc(NC(=O)c2cccc(S(=O)(=O)Nc3ccccc3C(=O)O)c2)c1	0.8%	4.1%	0.8%	0.9%	-8.9%	4.1%	?	-16.3%	-3.5%	-1.0	?
O=C(O)c1cccc(NC(=O)c2ccc(Cl)c(S(=O)(=O)N3CCCCCC3)c2)c1	0.107µM*	-0.9%	0.355µM*	1.0%	?	-32.7%	?	-6.7%	0.316µM*	4.7	?
O=C(NCCCN1CCN(c2ccccc2F)CC1)C1CCC(=O)N1C1CCCCC1 (stereo not given)	1.8%	1.9%	-5.6%	1.2%	-6.8%	-3.7%	-22.7%	-2.3%	-4.2%	12.7	1.4%
CCOc1ccc(C(=O)Nc2cccc(-n3cnnn3)c2)cc1OCC	-0.2%	2.3%	0.4%	-7.6%	-8.4%	-4.4%	36.9%[activator]	-9.3%	7.7%	-45.1	?
Cc1cc2[nH]cnc2c([N+](=O)[O-])c1C	0.6%	1.6%	-1.6%	0.4%	-13.8%[10 µM]	12.2%	?	?	-2.6%	4.3	4.3%
CC1CC(CCN)(c2ccccc2)C(C)CN1C (stereo not given)	1.0%	1.4%	0.5%	-0.9%	-8.3%	0.5%	nt	-9.7%	0.7%	0.4	0.0%
O=C(CCCO)CCCCCCCCC[C@H]1N[C@H](CO)[C@@H](O)[C@@H]1O	2.8%	-1.0%	1.9%	0.1%	-3.8%	5.8%	8.1%	-14.3%	-1.4%	31.1	5.4%
CCC(=O)Nc1ccc(S(=O)(=O)NCC2CCCO2)cc1 (stereo not given)	3.0%	6.0%	-0.1%	-3.1%	8.6%	0.0%	-8.1%	-1.5%	0.9%	-3.4	-9.4%
CN(Cc1ccc(Cl)cc1)C(=O)c1ccc(S(=O)(=O)NCc2ccco2)cc1	0.4%	nt	-2.3%	5.4%	nt	nt	nt	nt	-2.4%	1.3	-3.2%
O=C1C2C3C=CC(C2C(=O)N1C1CCCCC1)C1C(=O)N(C2CCCCC2)C(=O)C31 (stereo not given)	0.9%	1.5%	-4.4%	0.7%	-6.2%	15.4%	-8.0%	-0.9%	0.0%	nt	-17.8%
